High-throughput results as filed in PubChem BioAssay.
PfHsp90 set2: inhibits growth of yeast expressing Plasmodium falciparum Hsp90. S. cerevisiae expressing PfHsp90, BacTiter-Glo ATP, 48 h; yeast lacking PDR1 and PDR3 efflux regulators. inhibition, % at 9.4 µM. hit rate 0.32% among 310,000. AID 504621;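 active = every replicate shows inhibition above about 80%, whatever the replicate mean, limit read from the data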;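 also: 0% = DMSO neutral controls and 100% = 20 µM radicicol positive controls; yeast relying on Plasmodium falciparum Hsp90 in place of its own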
MOR-DOR ag: agonists of human mu-delta opioid receptor heterodimerization; P35372+P41143; cells, OPRM1-OPRD1 heterodimerization, luminescence; activation, % at 9.3 µM; hit rate 0.3% among 340,000; AID 504326; in the data active = activation above about 18%;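 also: 0% = vehicle-treated cells and 100% = reference agonist; values of inactives mirror those of a sister screen read the other way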
Target sequence (P35372 whole entry, looked up): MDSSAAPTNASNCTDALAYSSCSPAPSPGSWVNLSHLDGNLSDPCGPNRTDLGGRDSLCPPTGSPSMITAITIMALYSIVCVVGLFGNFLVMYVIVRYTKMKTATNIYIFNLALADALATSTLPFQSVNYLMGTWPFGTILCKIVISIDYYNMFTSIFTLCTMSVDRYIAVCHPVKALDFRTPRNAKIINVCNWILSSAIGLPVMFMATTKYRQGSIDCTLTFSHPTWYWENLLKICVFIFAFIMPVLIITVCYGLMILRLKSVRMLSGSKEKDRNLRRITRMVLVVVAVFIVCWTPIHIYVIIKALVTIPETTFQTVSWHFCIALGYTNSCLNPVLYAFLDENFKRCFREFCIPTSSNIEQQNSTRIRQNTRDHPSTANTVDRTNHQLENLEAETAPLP
Target sequence (P41143 whole entry, looked up): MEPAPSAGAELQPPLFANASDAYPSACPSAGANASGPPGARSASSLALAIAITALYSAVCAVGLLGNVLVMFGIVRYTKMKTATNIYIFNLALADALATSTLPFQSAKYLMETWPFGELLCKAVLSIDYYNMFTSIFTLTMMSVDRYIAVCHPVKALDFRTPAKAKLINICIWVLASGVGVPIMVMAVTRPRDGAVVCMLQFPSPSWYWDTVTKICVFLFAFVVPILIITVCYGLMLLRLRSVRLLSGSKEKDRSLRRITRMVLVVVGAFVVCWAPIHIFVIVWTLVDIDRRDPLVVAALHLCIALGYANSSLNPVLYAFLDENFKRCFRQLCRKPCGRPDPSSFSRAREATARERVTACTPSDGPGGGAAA
SUMO Mot1 rescue: blocks SUMOylation pathway, rescuing yeast Mot1-301 growth; S. cerevisiae Mot1-301 growth rescue, ATP luminescence, 38.5C; percent above DMSO median, 100 means doubled; growth rescue, % at 18.8 µM; hit rate 1% among 320,000;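 active = every valid replicate shows activation above 250% relative to neutral control wells; inactive = the rest, any valid replicate at or below 250%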;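 also: OY570 slx delta 5 strain wells were the positive control but not used for scaling; some compounds called inactive have numbers as strong as hits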
AddAB inh: less growth of phage-infected E. coli with AddAB; hit rate 0.29% among 330,000; AID 435030; E. coli expressing H. pylori AddAB, absorbance growth; inhibition, % at 11.9 µM; in the data active = inhibition above about 12%;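 also: 0% = vehicle wells of infected cells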
Pemphigus Ab inh: human desmoglein-3 autoantibody binding inhibition; binding (percent of control), % at 10 µM; P32926; DSG3-coupled beads, scFv-anti-DSG3-GFP binding, flow cytometry; active compounds read low; hit rate 0.48% among 310,000;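 active = binding more than 3 SD below its plate's average and above zero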;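 also: hits lower antibody fragment binding to DSG3; some compounds called inactive have numbers as strong as hits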
PKA-R1A act: activates the PKA-R1A holoenzyme complex | P00514+P68181 | hit rate 0.083% among 340,000 | PKA-R1A dissociation, Cy5-IP20 fluorescence polarization; scaled: DMSO 0%, 113 µM cGMP 100% | activation, % at 11.4 µM;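 active = percent activation above the mean of all tested compounds plus 3 SD, cut at about 19% in these data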;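 also: higher means more PKAc released from R1A so a rise in polarization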
phage Ecoli inh: E. coli growth loss with phage present; growth absorbance; inhibition, % at 11.9 µM; hit rate 0.26% among 360,000; AID 651602; in the data active = inhibition above about 11%
MOR-DOR inv ag: inverse agonists of human mu-delta opioid receptor heterodimerization | P35372+P41143 | cell-based MOR-DOR heterodimer luminescence, inverse agonism | inhibition, % at 9.3 µM | hit rate 0.21% among 340,000 | AID 504357; in the data active = inhibition above about 22%, passing the limit was not always enough;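 also: 0% = cells with DMSO and 100% = wells without cells with DMSO; values of inactives mirror those of a sister screen read the other way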
Arrestin-AP2 inh: inhibitors of human beta-arrestin and AP2 interaction. FITC-arrestin peptide / GST-AP2 beads, flow cytometry; AP2 beta2 appendage carries R879A mutation. inhibition, % at 10 µM. hit rate 0.31% among 340,000. AID 504490;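 active = inhibition above a set limit, near 3 SD of compounds lacking own fluorescence, cut at about 54% in these data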;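 also: plate controls were DMSO wells for no effect and 5 µM unlabelled arrestin peptide for full effect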
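system = GST-tagged AP2 beta2-adaptin appendage (R879A) on 4 µm glutathione beads | reagent = FITC-labelled arrestin peptide probe, 50 nM final | schedule = compound with beads 12 min RT, then probe 1 h RT | signal = HyperCyt-sampled flow cytometry, FL1 channel, ex 488/em 535 nm | read-out = percent response from loss of bead-bound FITC fluorescence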
Ecoli viability: reduces bacterial viability in AddAB counter-screen | E. coli V3065 growth, OD600 absorbance, 18 h | inhibition, % at 11.9 µM | hit rate 0.27% among 330,000 | AID 449728;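 active = inhibition above the campaign's mean inhibition across all tested compounds plus 3 SD, cut at about 9.9% in these data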;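 also: uninfected addAB+ strain grown without phage in ampicillin broth; 0% = DMSO wells and 100% = ciprofloxacin 0.95 µg/ml wells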
Tat transport: E. coli Tat transport inhibition. E. coli MC4100 TorA-mCherry Tat export, fluorescence. inhibition, % at 10 µM. hit rate 0.036% among 340,000. AID 488895;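 active = mean replicate inhibition at least 50% and at least half of replicates individually reaching 50%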;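 also: exported cargo escapes ClpAP degradation while cytoplasmic cargo is degraded and loses fluorescence; 0% = median of neutral control wells and 100% = median of NaSCN control wells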
An asterisk follows results filed as active; i = inactive; . = not tested or not shown. Compounds as they come (roughly 2.8% active in at least one column).

entry	smiles	PfHsp90 set2	MOR-DOR ag	SUMO Mot1 rescue	AddAB inh	Pemphigus Ab inh	PKA-R1A act
1	CCOC(=O)C1CCN(C/C=C/c2ccccc2[N+](=O)[O-])CC1	-10	-0.4	-8	3.7	106	7
2	Cc1ccc(NC(=O)C2CC(=O)n3ncnc3N2)cc1 (centres undefined)	-5	0.0	-12	2.3	105	-5
3	CCCS(=O)(=O)c1nc(S(=O)(=O)c2ccc(C)cc2)c(NCCCN(C)C)s1	-16	-1.6	216	5.9	99	4
4	COc1ccccc1OC(C)C(=O)NNC(=S)NC1CCCC1 (centres undefined)	6	-2.8	15	-1.1	98	-10
5	O=C(CSc1ccccn1)N/N=C/c1cccc([N+](=O)[O-])c1	-2	-1.8	-12	1.4	80	7
6	COc1ccc(NC(=O)COC(=O)c2cc(SC)ccc2Cl)c(OC)c1	-44	4.0	i	3.5	84	13
7	CCCCSCCCNC(=O)Nc1ccc(CC)cc1	10	1.9	177	4.0	106	3
8	Cc1cc(C)n2nc(/C(C#N)=C/c3ccccn3)c(C#N)c2n1	-1	0.2	-6	-0.3	87	-7
9	COc1cccc(OC(=O)c2ccccc2)c1OC(=O)c1ccccc1	-38	0.7	.	.	116	-7
10	Cc1ccc2[nH]c3c(c2c1)CN(C(=O)CN1c2ccc(F)cc2CCC1C)CC3 (centres undefined)	-33	6.1	10	-1.0	102	-1
11	CN(c1ccc(C(=O)N2CCN(Cc3ccccc3)CC2)cc1)S(=O)(=O)c1ccccc1	-16	1.7	-3	2.5	.	4
12	COc1ccc(C(O)P(=O)(OCC(C)C)OCC(C)C)c(OC)c1 (centres undefined)	-13	-1.8	0	0.3	99	-5

entry	phage Ecoli inh	MOR-DOR inv ag	Arrestin-AP2 inh	Ecoli viability	Tat transport
1	3.9	2	6	-1.0	-9
2	1.5	0	-4	2.0	-4
3	2.6	8	-6	0.2	-2
4	0.6	16	-3	-0.8	-7
5	3.4	9	-3	0.7	7
6	1.6	-21	-7	0.9	12
7	5.2	-9	-8	-0.2	13
8	3.2	-1	42	1.5	-6
9	-1.9	-4	13	.	2
10	5.3	-29	6	-0.1	3
11	0.2	-12	0	-1.1	4
12	4.1	9	-5	2.0	-3

More compounds.
entry	smiles	PfHsp90 set2	MOR-DOR ag	SUMO Mot1 rescue	AddAB inh	Pemphigus Ab inh	PKA-R1A act
13	CCOC(=O)c1ccoc1CSCc1ccc(C(=O)OC)o1	-47	-0.6	3	-1.3	96	-3
14	CS(=O)(=O)N1CCN(c2ccc(NC(=S)NC(=O)c3cccs3)cc2)CC1	1	0.8	20	-2.4	97	-5
15	COc1ccc(CN(C)C(=O)/C=C/c2ccc(S(=O)(=O)N3CCCCCC3)cc2)cc1	.	-1.7	8	0.5	105	-1
16	O=c1[nH]c(NCc2ccccc2)nc2c1CCCC2	0	-2.3	-14	1.0	101	5
17	Cc1n[nH]c(C)c1CCCCOc1ccccc1F	6	0.9	-7	-3.7	102	6
18	CCc1cccc(NC(=S)Nc2ccc(CN3CCOCC3)cc2)c1	-4	-1.2	6	0.6	94	-9
19	CCOc1ccc(NC(=O)CN2CCCC2c2cccs2)cc1S(=O)(=O)N1CCCCC1 (centres undefined)	8	-2.2	-12	3.5	102	0
20	O=C(Nc1ccc([N+](=O)[O-])cc1)Nc1ccc2c(c1)OCCO2	15	0.7	6	5.2	96	2
21	O=[N+]([O-])c1ccccc1CN1CCN(S(=O)(=O)Cc2ccccc2)CC1	4	-3.1	-15	0.9	107	-15
22	CCN(c1cccc(C)c1)S(=O)(=O)c1ccc2c3c(cccc13)C(=O)N2	-10	8.5	-2	1.1	130	-11
23	O=C(CN(c1ccc2c(c1)OCCO2)S(=O)(=O)c1ccccc1)N1CCN(Cc2ccccc2)CC1	7	1.0	-14	1.9	104	-1
24	COc1cc(Cl)c(S(=O)(=O)N2CCCC2)cc1Cl	21	-0.6	0	6.8	98	-9

entry	phage Ecoli inh	MOR-DOR inv ag	Arrestin-AP2 inh	Ecoli viability	Tat transport
13	1.9	3	15	1.0	0
14	2.4	-4	11	-2.3	1
15	3.7	7	20	0.2	9
16	3.0	12	7	0.1	-3
17	0.6	-4	18	-3.9	6
18	-0.3	6	11	-2.1	1
19	2.1	9	6	-0.3	2
20	9.4	-4	-2	3.5	2
21	0.4	16	-3	-0.8	18
22	-2.1	-48	-7	-1.5	0
23	1.2	-5	11	0.2	7
24	1.9	3	20	-0.5	-3

A different layout for some results above:
#	smiles	PfHsp90 set2	MOR-DOR ag	SUMO Mot1 rescue	AddAB inh	Pemphigus Ab inh	PKA-R1A act	phage Ecoli inh	MOR-DOR inv ag	Arrestin-AP2 inh	Ecoli viability	Tat transport
13	CCOC(=O)c1ccoc1CSCc1ccc(C(=O)OC)o1	-47	-0.6	3	-1.3	96	-3	1.9	3	15	1.0	0
14	CS(=O)(=O)N1CCN(c2ccc(NC(=S)NC(=O)c3cccs3)cc2)CC1	1	0.8	20	-2.4	97	-5	2.4	-4	11	-2.3	1

Carrying on.
entry	smiles	PfHsp90 set2	MOR-DOR ag	SUMO Mot1 rescue	AddAB inh	Pemphigus Ab inh	PKA-R1A act
25	O=C(Nc1ccc2c(c1)OCO2)c1c(F)c(F)c(F)c(F)c1F	-20	1.2	10	1.9	97	-2
26	COc1ccc2oc(C)c(C(=O)c3ccccc3)c2c1	-1	8.3	-7	1.1	.	-5
27	COc1cc(/C=N/N=C2/NC(=O)C(CC(=O)O)S2)ccc1OCc1ccc(Cl)cc1 (centres undefined)	-16	0.2	14	2.9	125	-6
28	COC(=O)c1ccccc1NC(=O)CN1CCOCC1	.	-0.3	5	5.3	97	0
29	COC(=O)C1CCN(C(=O)c2c(-c3ccccc3Cl)noc2C)CC1	1	-0.8	2	1.0	105	-3
30	Cc1ccccc1N1C(=O)CC(Sc2nnc(-c3ccccc3)o2)C1=O (centres undefined)	27	-0.3	36	0.9	92	1
31	COc1ccc(OC)c(-c2c3cc(O)c(=O)cc-3oc3cc(O)c(O)cc23)c1	28	-1.3	-36	14*	85	-1
32	CC[C@]1(C(=O)OC)[C@H]2C(=O)N(Cc3ccccc3)C(=O)[C@H]2[C@H]2CN=C(SC)N21	9	-2.9	.	-2.0	98	-2
33	O=C1CN(C(=O)COC(=O)/C=C/c2ccco2)c2ccccc2N1	17	-2.1	1	-0.1	112	3
34	COc1ccc(C(C(=O)NC2CCCC2)N(CC2CCCO2)C(=O)Cn2nnc(-c3ccc(C)o3)n2)cc1 (centres undefined)	20	-1.7	.	-1.4	96	2
35	COc1ccc(N(C(=O)c2ccco2)C(C(=O)NC2CCCC2)c2cccnc2)c(OC)c1 (centres undefined)	0	-2.4	39	1.7	.	1
36	Cc1ccccc1C(=O)NNC(=O)CSc1nc(-c2ccccc2)cc(=O)[nH]1	-13	-1.5	14	3.9	96	-8

entry	phage Ecoli inh	MOR-DOR inv ag	Arrestin-AP2 inh	Ecoli viability	Tat transport
25	2.6	-6	-1	0.2	-12
26	4.0	-41	-10	1.6	0
27	3.0	-1	-5	1.5	-3
28	3.1	2	1	-3.6	1
29	0.5	4	7	0.2	-8
30	4.5	2	1	0.2	-2
31	.	7	44	4.3	20
32	4.1	14	5	-1.8	-8
33	-1.2	11	10	-1.2	-7
34	-0.3	8	0	0.8	-3
35	-0.7	15	17	0.8	1
36	4.7	8	41	1.5	-9

The list goes on; the last 2 above are carried over.
entry	smiles	PfHsp90 set2	MOR-DOR ag	SUMO Mot1 rescue	AddAB inh	Pemphigus Ab inh	PKA-R1A act
35	COc1ccc(N(C(=O)c2ccco2)C(C(=O)NC2CCCC2)c2cccnc2)c(OC)c1 (centres undefined)	0	-2.4	39	1.7	.	1
36	Cc1ccccc1C(=O)NNC(=O)CSc1nc(-c2ccccc2)cc(=O)[nH]1	-13	-1.5	14	3.9	96	-8
37	O=C(O)CSCC(=O)c1ccccc1	11	-2.1	-3	0.5	105	-4
38	COc1cc(C2NCCc3c2[nH]c2ccccc32)ccc1OC(C)C (centres undefined)	.	.	-11	3.1	.	.
39	Cc1cc(/C=C(\C#N)C(=O)O)c(C)n1C1CC1	-22	-4.1	4	4.2	102	-3
40	CCSc1nnc(NC(=O)CSc2nc3c(c(=O)n2-c2ccccc2OC)SCC3)s1	-14	-2.3	-5	-1.2	100	-2
41	OC(COc1ccc2ccccc2c1)CN1CCN(c2ccc(F)cc2)CC1 (centres undefined)	-1	0.7	10	4.8	107	15
42	Cc1ccc(NC(=O)CCCNC(=O)c2ccc(Cl)cc2)c(Br)c1	-6	1.4	10	2.7	.	-2
43	Cc1cccc(OCC(O)CN2C(C)(C)CC(O)CC2(C)C)c1C (centres undefined)	21	-2.0	2	1.8	.	-9
44	CCN(CC)S(=O)(=O)c1ccc(N(C)CCc2ccc(OC)c(OC)c2)nc1	-4	0.6	-10	0.3	106	5
45	COc1ccc(Oc2ccc(-c3ccn[nH]3)cc2)cc1	-18	0.4	-3	-1.7	105	7

entry	phage Ecoli inh	MOR-DOR inv ag	Arrestin-AP2 inh	Ecoli viability	Tat transport
35	-0.7	15	17	0.8	1
36	4.7	8	41	1.5	-9
37	0.3	13	-10	0.7	3
38	4.4	.	.	0.8	-4
39	1.2	21	5	0.0	0
40	3.9	12	4	1.5	7
41	1.1	-3	5	0.4	0
42	2.8	-6	-8	0.9	-2
43	1.0	11	5	0.8	-3
44	0.7	-3	-19	1.8	0
45	-1.0	-2	9	-1.3	8
